UTI89 phage lysis: inhibition of K1F phage lysis, E. coli UTI89, bacterial capsule biogenesis inhibitors, alamar blue (AID 488966); E. coli UTI89 K1F phage lysis, alamar blue, 2 h; higher % means a stronger effect; inhibition, % at 100 µM, or IC50 in µM where a hit was titrated; 340,000 compounds, 0.02% hits;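 active means phage lysis inhibition, versus mean bacterial control, above a set limit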;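 further: capsule biogenesis inhibitors block K1F phage lysis so surviving cells raise fluorescence; higher fluorescence means more inhibition of phage lysis; actives were called in the ten point dose series up to 300 µM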
Rac1 GTP hydrolysis: MgcRacGAP GTPase-activating activity inhibitors, confirmation, biochemical, ADP Hunter fluorescence | inhibition, % at 30 µM; hits with a dose series show IC50 in µM | Rac GTPase-activating protein 1 (Homo sapiens) | 340,000 compounds, 0.6% hits | AID 624330, 2012 | MgcRacGAP-stimulated Rac1 GTP hydrolysis, ADP Hunter fluorescence; higher % means a stronger effect; GST-tagged Rac1 F28L mutant substrate;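 active means first-screen hits whose inhibition reached a set limit at any dose in the follow-up dose series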;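 further: fluorescence reports GDP produced by GAP-driven GTP hydrolysis; strong numbers were not always called active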
KOR beta-arrestin-1: KOR agonists, beta-arrestin recruitment, primary screen, cell-based, luminescence, uHTS (AID 1777) | Kappa-type opioid receptor (Homo sapiens) | KOR beta-arrestin recruitment, luminescence; higher % means a stronger effect | activation, % at 10 µM; hits with a dose series show EC50 in µM | 280,000 compounds, 0.02% hits; in the data active means activation above about 50%, passing the limit was not always enough; further: a part of the inactive calls stands beside numbers as strong as those of hits
NTR1 agonist: agonists of NTR1, primary screen, imaging, U2OS cells, beta-arrestin-GFP, high content (AID 493036); NTR1-U2OS beta-arrestin-GFP spot imaging, agonist mode; 330,000 compounds, 0.17% hits; activation, % at 20 µM;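 active means activation at or above 40% of the spot to cytoplasm intensity ratio, with at least 20 cells analyzed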;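 further: 0% = DMSO without peptide and 100% = 100 nM NTR1 peptide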
Target sequence (P30989 whole entry, looked up): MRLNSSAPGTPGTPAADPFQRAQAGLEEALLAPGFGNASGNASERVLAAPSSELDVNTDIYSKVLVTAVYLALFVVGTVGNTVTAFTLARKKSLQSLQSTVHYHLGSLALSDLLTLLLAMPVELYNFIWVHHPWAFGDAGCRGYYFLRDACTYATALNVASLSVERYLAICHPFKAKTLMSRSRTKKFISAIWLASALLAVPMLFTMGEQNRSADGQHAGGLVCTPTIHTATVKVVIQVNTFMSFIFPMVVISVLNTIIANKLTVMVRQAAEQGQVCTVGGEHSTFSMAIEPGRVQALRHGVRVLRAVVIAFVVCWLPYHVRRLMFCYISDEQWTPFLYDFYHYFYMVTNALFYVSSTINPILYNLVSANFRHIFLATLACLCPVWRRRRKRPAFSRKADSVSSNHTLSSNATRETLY
KOR beta-arrestin-2: KOR antagonists, beta-arrestin recruitment, cell-based, luminescence, uHTS (AID 1778); Kappa-type opioid receptor (Homo sapiens); inhibition, % at 10 µM, or IC50 in µM where a hit was titrated; 290,000 compounds, 0.091% hits; KOR beta-arrestin recruitment, luminescence, antagonist mode; higher % means a stronger effect; in the data active means inhibition above about 50%; further: strong numbers were not always called active
GPR35 arrestin U2OS: GPR35 antagonists blocking zaprinast-driven arrestin recruitment, primary screen, imaging, U2OS, beta-arrestin-GFP, zaprinast agonist (AID 2058); G-protein coupled receptor 35 (Homo sapiens); U2OS GPR35 beta-arrestin-GFP translocation imaging, zaprinast antagonism; higher % means a stronger effect; inhibition, % at 10 µM, or IC50 in µM where a hit was titrated; 290,000 compounds, 0.052% hits;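 active means inhibition of at least 50% with at least 30 cells and total cytoplasm GFP at most 10,000,000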
NOD1 inhibition: NOD1 signaling inhibitors, primary screen, cell-based, luminescence, uHTS (AID 1578); NOD1-driven NF-kB luciferase reporter cells, luminescence; higher % means a stronger effect; one-dose inhibition, % at 4 µM; EC50 in µM for titrated hits; 290,000 compounds, 1% hits; in the data active means inhibition mostly above about 36%, no sharp cut-off; inactive means mostly below about 34%;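 further: HEK-293T reporter cells stimulated with the NOD1 agonist gamma-tri-DAP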
GPR55 antagonists: GPR55 antagonists blocking LPI-driven arrestin recruitment, primary screen, imaging, U2OS, beta-arrestin-GFP, LPI agonist (AID 2013); U2OS GPR55 beta-arrestin-GFP translocation imaging, LPI antagonism; higher % means a stronger effect; inhibition, % at 10 µM; hits with a dose series show IC50 in µM; 290,000 compounds, 0.13% hits;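 active means spots per cell inhibited over 60%, with over 100 cells counted and total cytoplasm intensity under 500,000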;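 further: U2OS cells stably carrying GPR55 and arrestin-GFP stimulated by 5 µM LPI near EC80; imaged beta-arrestin-GFP aggregate spots per cell after agonist stimulation; plate controls were LPI-stimulated DMSO wells for no effect and DMSO wells without LPI for full effect; some results filed as inactive read as strong as hits; confirmed hits need IC50 under 10 µM and bright autofluorescent wells are also inconclusive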
GPR55 beta-arrestin: GPR55 agonists via beta-arrestin recruitment, primary screen, imaging, U2OS cells, beta-arrestin-GFP redistribution (AID 1961). U2OS GPR55 beta-arrestin-GFP redistribution imaging; higher % means a stronger effect. one-dose activation, % at 10 µM; EC50 in µM for titrated hits. 290,000 compounds, 0.048% hits;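 active means activation above 40% with more than 50 cells counted in the well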;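 further: U2OS osteosarcoma cells stably expressing GPR55 and beta-arrestin-GFP; plate controls were DMSO negative control for no effect and LPI positive control for full effect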
NTR1 agonist cell count 20 µM: also measured in NTR1 agonist; calls as there; cell count; measured here: cell count, cytotoxicity flag
An asterisk follows results filed as active; / = not tested or not shown; [ ] = dose if it differs, or a comment. These rows are one share of the data (hit frequency here may not be typical).

SMILES	UTI89 phage lysis	Rac1 GTP hydrolysis	KOR beta-arrestin-1	NTR1 agonist	NTR1 agonist cell count 20 µM	KOR beta-arrestin-2	GPR35 arrestin U2OS	NOD1 inhibition	GPR55 antagonists	GPR55 beta-arrestin
COCCOC(=O)C1=C(C)NC(=O)NC1c1c(F)cccc1Cl (stereo not drawn)	0.3%	12%	-2.8%	1.0	48	12%	-2%	-22%	-5%	-0.2%
CC(C(=O)N1CCOCC1)(c1ccccc1)c1ccccc1	0.1%	8%	-0.6%	-0.8	82	-2%	12%	-7%	-29%	-0.2%
O=C(NCc1ccco1)NC(=O)c1csc([N+](=O)[O-])c1	-1.1%	5%	0.8%	-1.3	53	23%	-1%	-3%	5%	-0.3%
C=CCNC(=O)NC(=O)CSc1nnc(C(F)(F)F)n1C	-0.6%	3%	-1.8%	2.5	46	-24%	-19%	6%	-6%	0.6%
CCc1nc(OCc2ccccc2)c2sc3nc4c(cc3c2n1)COC(C)(C)C4	0.0%	8%	-3.3%	9.5	60	3%	14%	7%	-9%	-0.1%
Cc1ccc(S(=O)(=O)N(C)C)cc1NC(=S)Nc1cccc2ccccc12	3.0%	9%	2.2%	3.0	48	-21%	-4%	28%	7%	-0.2%
COc1ccccc1-n1c(CNC(=O)c2cccc([N+](=O)[O-])c2C)n[nH]c1=S	-1.9%	2%	-6.0%	0.0	39	19%	9%	-15%	-3%	-0.3%
CC1=C(C(=O)Nc2ccccc2C)C(c2ccc(C)o2)n2c(s/c(=C/c3ccccc3)c2=O)=N1 (stereo not drawn)	1.6%	3%	-5.0%	-0.3	53	10%	7%	6%	9%	-0.1%
O=C(Nc1ccn(Cc2c(F)c(F)cc(F)c2F)n1)c1ccc(COc2cc(Cl)ccc2Cl)o1	5.6%	6%	-1.1%	4.6	63	-17%	-9%	-5%	-6%	-0.1%
O=C(Nc1cccn(Cc2c(Cl)cccc2Cl)c1=O)c1ccc(Cl)cc1	0.1%	-1%	4.6%	10	95	8%	22%	50%	29%	-0.1%
O=C(COc1ccc2c3c(c(=O)oc2c1)CCC3)NC(Cc1ccc(Cl)cc1)C(=O)O (stereo not drawn)	3.1%	5%	-2.9%	-2.0	96	-19%[20 µM]	8%	-27%	-8%	-0.2%
COc1ccc(C(=O)N2CCN(CCNC(=O)C(=O)Nc3ccc(Br)cc3)CC2)cc1	1.4%[50 µM]	4%	-0.3%	0.3	69	-13%	-4%	8%	8%	0.3%
Cc1cccc(/C(N)=N/OC(=O)N2CCOCC2)c1	2.2%	5%	-0.1%	0.3	44	-5%	11%	1%	7%	-0.3%
COc1nc(-c2ccccc2)nc(C)c1CC(=O)O	-1.0%	10%	1.4%	3.4	40	-2%	-2%	-26%	-1%	-0.3%
CCOC(=O)Nc1ccc(S(=O)(=O)N2CCC(C)CC2)cc1	3.3%	4%	-2.7%	1.0	30	18%	-5%	-19%	-28%	-0.2%
c1ccc(OCCN2CCN(C(c3ccccc3)c3ccccc3)CC2)cc1	-0.4%	3%	0.2%	5.4	77	-8%	-6%	20%	26%	0.4%
CN(C)S(=O)(=O)N1CCC(Oc2cccc(C(=O)N3CCCCCC3)c2)CC1	-0.1%	7%	-0.6%	0.0	72	6%	-4%	0%	7%	0.7%
CCCNC(=O)c1nc(C)n(-c2cc(Cl)cc(Cl)c2)n1	-0.1%	5%	-2.2%	0.4	33	-14%[20 µM]	4%	-11%	9%	-0.1%
C/C(CC(=O)Nc1ccc(Cl)cc1C(F)(F)F)=N\NC(N)=S	/	/	1.5%	-1.5	51	29%	1%	-4%	4%	0.2%
O=C(NCCc1cccc(Cl)c1)c1ccc(Cl)c([N+](=O)[O-])c1	-1.1%[50 µM]	5%	0.0%	2.3	56	35%	10%	-32%	8%	-0.3%
C=CCn1c(SCC(N)=O)nnc1-c1cccc(Br)c1	1.6%	-5%	-0.1%	0.4	55	31%	2%	-13%	6%	0.1%
O=C(CNC1CC1)Nc1cc(C(F)(F)F)ccc1Cl	0.5%	123µM*	8.8%	1.8	72	2%	2%	-1%	-3%	0.2%
CC(C)OC(=O)c1ccc(COc2ccc3ccc(=O)oc3c2)o1	0.4%	11%	-0.9%	1.0	68	-46%	-4%	-26%	7%	0.3%
Cc1nnc(SCc2ccc3c(c2)OCO3)s1	0.3%	12%	0.1%	0.6	51	10%	3%	-4%	9%	-0.1%
O=C(c1ccc(-c2ccccc2)cc1)N1CCC(C(=O)N2CCCC2)CC1	0.0%	4%	1.5%	-0.4	48	2%	4%	-24%	-2%	0.0%
O=c1c2ccccc2c(C=NCCc2ccccc2)c(O)n1Cc1ccccc1	0.0%	11%	1.7%	2.3	48	0%	0%	-21%	1%	-0.1%
Cc1ccc(-c2ccc(CCC(=O)O)n2CC2CCCO2)cc1 (stereo not drawn)	6.1%	-5%	-1.6%	1.4	49	18%	9%	9%	/	-0.1%
CCOC(=O)c1ccc2[nH]c(C)cc(=O)c2c1	0.7%	11%	2.3%	1.2	27	0%	4%	-15%	3%	-0.2%
O=C1c2cccnc2C(=O)N1CO	0.8%	6%	8.1%	0.0	59	-17%	10%	-17%	6%	-0.1%
CCN(CC)C(=O)CC(c1ccc2c(c1)OCO2)c1c(OC)cc(OC)c2ccc(=O)oc12 (stereo not drawn)	0.3%	13%	-4.6%	-2.9	103	31%	2%	-6%	11%	-0.1%
COC(=O)C1=C(Cn2cnc3ccccc32)NC(=O)NC1c1cc(C)ccc1C (stereo not drawn)	1.5%[50 µM]	-1%	/	0.0	45	/	10%	15%	-9%	-0.1%
CN(C)C(CNC(=O)CNC(=O)c1ccc2ccccc2c1)c1ccccc1 (stereo not drawn)	-0.9%	7%	-2.4%	5.1	56	7%	-4%	-59%	-4%	0.7%
Cc1c(C(=O)CN2CCCC(C)(C)C2)c2ccccc2n1C	0.0%	7%	-1.9%	-1.4	54	4%	0%	-12%	0%	-0.3%
COC(=O)c1ccc(N2CCN(C)CC2)c(NC(=O)c2cc3ccccc3o2)c1	0.1%	9%	-5.4%	1.6	96	6%	11%	0%	-5%	-0.2%
COc1ccc(S(N)(=O)=O)cc1C(=O)NCCCN1CCN(c2ccccc2OC)CC1	0.5%	1%	2.8%	-0.1	71	30%	10%	-21%	0%	0.5%
COC(=O)c1ccc(/C=N/n2c(C)nc3ccccc3c2=O)cc1	-0.1%	4%	-2.6%	0.1	59	15%	4%	-4%	4%	-0.1%
O=C(COc1ccccc1O)N1CCN(C(=O)c2ccco2)CC1	0.0%	4%	-5.3%	0.0	42	33%	-4%	-9%	7%	0.3%
COC(=O)c1c(NC(=O)C2CC(=O)NN2Cc2ccccc2)sc(C)c1C (stereo not drawn)	0.0%	11%	-0.2%	1.9	50	19%	-4%	5%	-8%	1.2%
COC(=O)C1=C(C)N(Cc2ccco2)C(=O)N[C@@H]1c1cccc(C(F)(F)F)c1	-0.1%	3%	0.7%	-0.1	85	-38%	2%	-9%	14%	-0.3%
COc1ccc(CC(=O)NCc2nnc(SCC(=O)Nc3ncc(C)s3)n2C)cc1	0.5%	4%	-1.7%	0.2	32	0%	13%	-27%	7%	-0.6%
O=C1COc2ccccc2N1Cc1ccccc1Cl	1.9%	6%	-0.4%	3.3	74	5%	0%	-13%	-3%	-0.3%
Cc1ccc(C(=O)NCC(=O)OCC(=O)Nc2ccccc2C#N)s1	0.4%	6%	-4.1%	3.9	36	19%	-5%	-29%	16%	0.5%
Cc1cc(C)c2nc(SCC(=O)NCCC3=CCCCC3)cc(C)c2c1	0.5%	4%	2.0%	-0.9	63	2%	-14%	-6%	1%	0.5%
CN1CCN(c2ccc(NC(=O)N3CCc4ccccc43)cc2)CC1	0.6%	19%	-4.7%	-0.5	79	11%	18%	11%	5%	-0.2%
O=C(Nc1ccc(Cl)cc1)C1CC=CCC1C(=O)OCC(F)(F)C(F)F (stereo not drawn)	0.4%	4%	0.1%	1.5	54	22%	-3%	-12%	3%	-0.5%
O=C(O)c1cn(-c2ccc(F)cc2)c2cc(Cl)c(F)cc2c1=O	2.2%	12%	-0.6%	-0.9	64	-12%	0%	21%	0%	-0.2%
CC(C)(C)C(=O)Nc1cccc(-c2ncon2)c1	-1.1%	15%	-3.8%	-0.1	45	26%	0%	-2%	-2%	0.2%
CCOCCOC(=O)c1[nH]c2c(c1C)C(=O)CC(c1cccs1)C2 (stereo not drawn)	0.2%	1%	13%	1.7	65	-138%	-5%	27%	-29%	-0.3%
C[C@@H]1CN(Cc2nc(Cc3ccccc3F)no2)C[C@H](C)O1	-0.5%	-3%	/	-0.3	27	-8%[20 µM]	13%	-25%	-1%	0.0%
COc1ccc(NC(=S)N(CCC(C)C)C(C)c2ccncc2)cc1 (stereo not drawn)	0.3%	0%	0.5%	1.7	64	-7%	22%	6%	-13%	0.3%
COc1ccc(CCNc2ccc([N+](=O)[O-])cn2)cc1	0.2%	8%	-2.8%	-0.5	51	-20%[20 µM]	6%	-31%	-1%	-0.1%
COc1ccccc1C(O)P(=O)(OC(C)C)c1ccc(N(C)C)cc1 (stereo not drawn)	0.9%	6%	10%	-0.2	75	11%	2%	-16%	0%	-0.2%
CNC(=S)NNC(=O)c1sccc1OCc1cccc(C(F)(F)F)c1	0.1%	6%	5.3%	0.0	71	-43%	17%	-2%	2%	0.0%
CC(=O)Nc1ccc(NC(=O)COC(=O)C2(c3ccc(Cl)cc3)CCCC2)cc1	3.8%	12%	0.5%	5.3	53	-22%	0%	18%	2%	0.8%
COc1ccc(-n2c(=O)c3ccccc3n(CC(=O)c3ccccc3)c2=O)cc1OC	-0.3%	6%	-4.4%	0.8	70	-2%	-1%	-13%	6%	-0.2%

Entries of single compounds, looked up by structure:
COc1ccccc1C(O)P(=O)(OC(C)C)c1ccc(N(C)C)cc1 (stereo not drawn) in the list: UTI89 phage lysis: 0.9%; Rac1 GTP hydrolysis: 6%; KOR beta-arrestin-1: 10%; NTR1 agonist: -0.2; NTR1 agonist cell count 20 µM: 75; KOR beta-arrestin-2: 11%; GPR35 arrestin U2OS: 2%; NOD1 inhibition: -16%; GPR55 antagonists: 0%; GPR55 beta-arrestin: -0.2%
C[C@@H]1CN(Cc2nc(Cc3ccccc3F)no2)C[C@H](C)O1 in the list: UTI89 phage lysis: -0.5%; Rac1 GTP hydrolysis: -3%; KOR beta-arrestin-1: /; NTR1 agonist: -0.3; NTR1 agonist cell count 20 µM: 27; KOR beta-arrestin-2: -8%[20 µM]; GPR35 arrestin U2OS: 13%; NOD1 inhibition: -25%; GPR55 antagonists: -1%; GPR55 beta-arrestin: 0.0%
